# Assay outcomes: PubChem BioAssay, Broad Institute
# NFkB SMM: NF-kappa-B p105 (human) binding | P19838 | Small molecule microarray, anti-His fluorescence binding | 17,000 tested, 1.3% active | calls only;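 active means spot fluorescence over background significantly raised, with a chance value under 7% in all four replicate spots of the compound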;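 further: probe protein is his-tagged human p50 processed subunit at 1 µg/ml; raw spot fluorescence signals with no normalization applied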
# Target sequence (P19838 1-433 limits assumed): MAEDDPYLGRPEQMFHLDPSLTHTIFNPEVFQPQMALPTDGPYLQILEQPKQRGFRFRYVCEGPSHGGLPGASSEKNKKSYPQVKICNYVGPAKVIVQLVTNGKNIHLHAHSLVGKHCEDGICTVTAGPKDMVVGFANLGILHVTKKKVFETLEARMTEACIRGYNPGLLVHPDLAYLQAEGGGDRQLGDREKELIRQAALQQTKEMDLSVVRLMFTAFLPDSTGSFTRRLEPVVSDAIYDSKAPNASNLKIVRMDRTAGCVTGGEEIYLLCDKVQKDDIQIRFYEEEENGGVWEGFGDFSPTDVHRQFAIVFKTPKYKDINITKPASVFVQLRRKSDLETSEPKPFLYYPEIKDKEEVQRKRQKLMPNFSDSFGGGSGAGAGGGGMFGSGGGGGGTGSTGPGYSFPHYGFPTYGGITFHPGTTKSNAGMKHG
# Calls only; i = inactive; + = active, no number. An excerpt; rates above refer to the full screens.
SMILES,NFkB SMM
C[C@@H]1CN([C@@H](C)CO)C(=O)c2cc(NC(=O)CCN3CCOCC3)ccc2O[C@H]1CN(C)Cc1ccc(C(F)(F)F)cc1,i
C[C@H]1CCCCO[C@H](CN(C)C(=O)Cc2ccccc2)[C@@H](C)CN([C@@H](C)CO)C(=O)c2cc(NC(=O)c3ccncc3)ccc2O1,i
COc1ccc(F)cc1S(=O)(=O)n1cnc2ccccc21,i
C[C@@H]1CN([C@@H](C)CO)C(=O)CCCn2cc(nn2)CO[C@H]1CN(C)C(=O)CCC(F)(F)F,i
COc1cc(N)c(Cl)cc1C(=O)CCC1CCN(CCNS(C)(=O)=O)CC1,i
CCC(Oc1cccc(NC(=O)c2cccc(OC)c2)c1)C(=O)c1ccccc1 (configuration not stated),i
Cc1noc(C)c1S(=O)(=O)N(C)C[C@H]1Oc2ccc(NC(=O)CCN3CCOCC3)cc2CC(=O)N([C@H](C)CO)C[C@@H]1C,i
COc1cc(O[C@@H]2O[C@H](CO)[C@@H](O)[C@H](O)[C@H]2O)c2c(=O)cc(-c3ccccc3)oc2c1OC,i
COC1CC(OC2CCC3(C)C(CCC4(O)C3CC(OC(=O)c3ccccc3)C3(C)C(O)(C(C)=O)CCC43O)C2)OC(C)C1OC1CC(OC)C(OC2OC(C)C(OC3OC(CO)C(O)C(O)C3O)C(OC)C2O)C(C)O1 (configuration not stated),+
COc1ccc(OCC(=O)Nc2cc(Cl)ccc2N2CCOCC2)cc1,i
COC(=O)C[C@H]1[C@]2(C)C3=C(C)[C@H](c4ccoc4)C[C@H]3O[C@@H]2[C@H](O)C2[C@](C)(C(=O)OC)C=CC(=O)[C@@]21C (some centres not stated),i
Cc1ccc(NC(=O)C(C)Sc2nnc(C)s2)cc1 (configuration not stated),i
CC1OC(Oc2cc(O)c(C3OC(C)C(O)C(O)C3O)c3oc(-c4ccc(O)cc4)cc(=O)c23)C(O)C(O)C1O (configuration not stated),i
C[C@H](CO)N1C[C@H](C)[C@H](CN(C)Cc2ccc(Cl)c(Cl)c2)Oc2ccc(NC(=O)Cc3ccccc3)cc2C1=O,i
COc1ccc(Nc2nc(N)nc(CSc3nncn3C)n2)cc1,i
C[C@H](CO)N1C[C@H](C)[C@@H](CN(C)C(=O)Nc2ccc(N3CCN(C)CC3)cc2)OCc2cnnn2CCCC1=O,i
C[C@@H]1CN([C@H](C)CO)C(=O)CCCn2nncc2CO[C@H]1CN(C)Cc1ccc(Oc2ccccc2)cc1,i
C[C@H](CO)N1C[C@H](C)[C@H](CN(C)Cc2ccc(-c3ccccc3)cc2)Oc2ccc(NS(C)(=O)=O)cc2CC1=O,i
CNC[C@@H]1Oc2ccc(NC(=O)C3CC3)cc2C(=O)N([C@H](C)CO)C[C@H]1C,+
CN(C)CCNc1oc(COc2ccc(Br)cc2)nc1C#N,i
O=C(COc1ccc2oc3c(c2c1)CCCC3)NCCN1CCOCC1,i
COc1cccc(CNc2nc3ccccc3n2CCN2CCOCC2)c1O,i
O=C1CC(c2ccc(O)cc2)Oc2c1c(O)cc(O)c2C1C(=O)c2c(O)cc(O)cc2OC1c1ccc(O)c(O)c1 (configuration not stated),i
COc1ccc(C#Cc2ccc3c(c2)[C@]2(C(=O)N3)[C@H](c3ccccc3OCCO)N3[C@H](c4ccccc4)[C@H](c4ccccc4)OC(=O)[C@H]3[C@@H]2C(N)=O)cc1,i
C[C@@H]1CN([C@@H](C)CO)C(=O)c2cccc(NS(=O)(=O)c3cccs3)c2O[C@H]1CN(C)Cc1ccc(Cl)c(Cl)c1,i

# An excerpt of these results, as labelled records.
C[C@H](CO)N1C[C@H](C)[C@@H](CN(C)C(=O)Nc2ccc(N3CCN(C)CC3)cc2)OCc2cnnn2CCCC1=O
  NFkB SMM = i
C[C@@H]1CN([C@H](C)CO)C(=O)CCCn2nncc2CO[C@H]1CN(C)Cc1ccc(Oc2ccccc2)cc1
  NFkB SMM = i

# (next part)
SMILES,NFkB SMM
O=C(NC1CC1)C1=C[C@H](c2csc3ccccc23)C[C@H](OCc2ccc(CO)cc2)O1,i
Cc1noc(C)c1NC(=O)N(C)C[C@@H]1Oc2ccc(NC(=O)CCCN(C)C)cc2C(=O)N([C@@H](C)CO)C[C@@H]1C,i
CC(C)NC(=O)Nc1cccc2c1O[C@@H](CN(C)Cc1ccccc1)[C@@H](C)CN([C@@H](C)CO)C2=O,i
CC(C)NC(=O)N(C)C[C@@H]1Oc2ccc(NS(=O)(=O)c3cn(C)cn3)cc2CC(=O)N([C@H](C)CO)C[C@@H]1C,i
Cc1ccc2nc(-c3ccncc3)cc(C(=O)NC(C)c3cnn(C)c3C)c2c1 (configuration not stated),i
CC1OC(Oc2cc(O)c3c(=O)c(OC4OC(CO)C(O)C(O)C4OC4OC(C)C(O)C(O)C4O)c(-c4ccc(O)cc4)oc3c2)C(O)C(O)C1O (configuration not stated),i
COc1ccc(S(=O)(=O)Nc2ccc3c(c2)C(=O)N([C@H](C)CO)C[C@@H](C)[C@@H](CN(C)S(=O)(=O)c2ccc(OC)cc2)O3)cc1,i
COc1ccc(CN(C)C[C@@H]2Oc3c(NC(=O)NC4CCCCC4)cccc3C(=O)N([C@H](C)CO)C[C@H]2C)cc1,i
COc1ccc(CCNC(=O)c2ccccc2Sc2ccccc2C#N)cc1OC,i
COc1ccc(CN(C)C[C@H]2Oc3c(NS(=O)(=O)c4ccc(OC)cc4)cccc3C(=O)N([C@H](C)CO)C[C@H]2C)cc1,i
Cc1noc(C)c1NC(=O)N(C)C[C@H]1Oc2ccc(NC(=O)CCCN(C)C)cc2C(=O)N([C@@H](C)CO)C[C@H]1C,i
C[C@@H]1CCCCO[C@@H](CN(C)C)[C@H](C)CN([C@@H](C)CO)C(=O)c2cc(NC(=O)Nc3ccc(F)cc3)ccc2O1,i
Cc1ccc(CCC(=O)Nc2ccccc2)o1,i
O=C(O)CCC(=O)Nc1ccc(NC(=O)c2cccs2)cc1,i
C[C@@H]1CCCCO[C@H](CN(C)C)[C@@H](C)CN([C@H](C)CO)C(=O)c2cc(NC(=O)Nc3cccc4ccccc34)ccc2O1,i
C[C@@H]1CN([C@H](C)CO)C(=O)Cc2cc(NC(=O)Nc3ccc(F)cc3)ccc2O[C@@H]1CN(C)Cc1ccc2c(c1)OCO2,i
Cc1noc(C)c1S(=O)(=O)N(C)C[C@H]1OCCCC[C@H](C)Oc2ccc(NS(C)(=O)=O)cc2C(=O)N([C@H](C)CO)C[C@@H]1C,i
C[C@H]1CCCCO[C@@H](CN(C)Cc2ccc(C(=O)O)cc2)[C@@H](C)CN([C@@H](C)CO)C(=O)c2cc(NC(=O)C3CCCCC3)ccc2O1,i
COc1ccc(NC(=O)Nc2cccc3c2O[C@H](CN(C)S(=O)(=O)c2cn(C)cn2)[C@@H](C)CN([C@H](C)CO)C3=O)cc1,i
C[C@H](CO)N1C[C@H](C)[C@@H](CN(C)C(=O)CCCN(C)C)OCCCC[C@H](C)Oc2ccc(NC(=O)c3ccncc3)cc2C1=O,i
Cc1ccc(S(=O)(=O)Nc2ccc3c(c2)CC(=O)N([C@H](C)CO)C[C@H](C)[C@H](CN(C)Cc2ccncc2)O3)cc1,i
Cc1noc(C)c1S(=O)(=O)Nc1ccc2c(c1)C(=O)N([C@H](C)CO)C[C@@H](C)[C@H](CN(C)C(=O)Cc1ccccc1)OCCCC[C@@H](C)O2,i
COc1ccc(S(=O)(=O)Nc2ccc3c(c2)C(=O)N([C@H](C)CO)C[C@@H](C)[C@H](CN(C)Cc2ccc4c(c2)OCO4)O3)cc1,i
COc1cc(O)c(C(=O)CCc2ccc(OC)c(OC)c2)c(OC)c1,i
C=CCNC(=O)c1cc([N+](=O)[O-])cc2c(=O)[nH]c(Nc3ccc(Cl)c(Cl)c3)nc12,i

# The closing six compounds of the section above open the next one:
SMILES,NFkB SMM
C[C@H](CO)N1C[C@H](C)[C@@H](CN(C)C(=O)CCCN(C)C)OCCCC[C@H](C)Oc2ccc(NC(=O)c3ccncc3)cc2C1=O,i
Cc1ccc(S(=O)(=O)Nc2ccc3c(c2)CC(=O)N([C@H](C)CO)C[C@H](C)[C@H](CN(C)Cc2ccncc2)O3)cc1,i
Cc1noc(C)c1S(=O)(=O)Nc1ccc2c(c1)C(=O)N([C@H](C)CO)C[C@@H](C)[C@H](CN(C)C(=O)Cc1ccccc1)OCCCC[C@@H](C)O2,i
COc1ccc(S(=O)(=O)Nc2ccc3c(c2)C(=O)N([C@H](C)CO)C[C@@H](C)[C@H](CN(C)Cc2ccc4c(c2)OCO4)O3)cc1,i
COc1cc(O)c(C(=O)CCc2ccc(OC)c(OC)c2)c(OC)c1,i
C=CCNC(=O)c1cc([N+](=O)[O-])cc2c(=O)[nH]c(Nc3ccc(Cl)c(Cl)c3)nc12,i
C[C@@H]1CN([C@@H](C)CO)C(=O)Cc2cc(N(C)C)ccc2O[C@H]1CN(C)Cc1ccccc1,i
CC12N=C3SCC(=O)N3[C@H](c3ccccc3O1)[C@H]2CO,i
C[C@@H]1CN([C@@H](C)CO)C(=O)c2cc(NC(=O)Nc3cccc4ccccc34)ccc2O[C@@H]1CN(C)C(=O)Nc1ccc2c(c1)OCO2,i
C[C@@H]1CN([C@@H](C)CO)C(=O)c2cccc(NS(=O)(=O)c3cccs3)c2O[C@@H]1CN(C)C(=O)Nc1ccc(C(F)(F)F)cc1,i
CSc1ncc(Cl)c(C(=O)Nc2sc3c(c2C(=O)NCCc2ccccc2)CCC3)n1,i
C[C@H]1CN([C@@H](C)CO)C(=O)Cc2cc(NC(=O)Cc3ccccc3)ccc2O[C@@H]1CN(C)CC1CC1,i
Cc1noc(C)c1S(=O)(=O)Nc1cccc2c1O[C@H](CN(C)C(=O)Nc1cccc3ccccc13)[C@H](C)CN([C@@H](C)CO)C2=O,i
Cc1noc(C)c1NC(=O)Nc1ccc2c(c1)C(=O)N([C@@H](C)CO)C[C@@H](C)[C@H](CN(C)C(=O)NC1CCCCC1)O2,i
C[C@@H]1CN([C@@H](C)CO)C(=O)c2cc(NC(=O)Nc3ccc4c(c3)OCO4)ccc2O[C@@H]1CN(C)C(=O)Nc1ccc(C(F)(F)F)cc1,i
O=C(O)CSc1nc2cc(F)c(F)cc2[nH]1,i
Cn1c(SCC(=O)Nc2c(F)cc(F)cc2Br)nnc1-c1ccco1,i
C[C@@H]1CCCCO[C@H](CN(C)C(=O)CCC(F)(F)F)[C@H](C)CN([C@@H](C)CO)C(=O)c2cc(NS(=O)(=O)c3cccs3)ccc2O1,i
C[C@@H]1CN([C@H](C)CO)C(=O)c2cc(NC(=O)Nc3ccccc3)ccc2O[C@@H](C)CCCCO[C@H]1CN(C)S(=O)(=O)c1ccccc1,i
C[C@H](CO)N1C[C@H](C)[C@H](CN(C)C(=O)NC2CCCCC2)Oc2ccc(NC(=O)Nc3ccc4c(c3)OCO4)cc2C1=O,i
C[C@@H]1CN([C@H](C)CO)C(=O)CCCn2nncc2CO[C@H]1CN(C)C(=O)Nc1ccc(C(C)(C)C)cc1,i
Cc1cc(=O)oc2cc(OC(C)C(=O)Nc3sc4c(c3C(N)=O)CCCC4)ccc12 (configuration not stated),i
COc1ccc(NC(=O)Nc2ccc3c(c2)C(=O)N([C@H](C)CO)C[C@H](C)[C@@H](CN(C)S(=O)(=O)c2cn(C)cn2)O3)cc1,i
Cc1nnc(Nc2ccc(OCC(=O)N3CCN(c4ccccc4)CC3)cc2)c2ccccc12,i
COc1ccc(S(=O)(=O)N(C)C[C@@H]2Oc3c(NC(=O)Nc4c(C)noc4C)cccc3C(=O)N([C@@H](C)CO)C[C@@H]2C)cc1,i
COc1ccc(CN(C)C[C@@H]2Oc3ccc(NC(=O)Nc4ccc(OC)cc4)cc3CC(=O)N([C@H](C)CO)C[C@H]2C)cc1,i
CNC[C@@H]1Oc2ccc(NC(=O)Nc3ccc(F)cc3)cc2C(=O)N([C@H](C)CO)C[C@@H]1C,i
C[C@H](CO)N1C[C@H](C)[C@H](CN(C)C(=O)Nc2ccccc2)OCCCC[C@H](C)Oc2ccc(N(C)C)cc2C1=O,i
Cc1noc(C)c1NC(=O)N(C)C[C@@H]1OCCCC[C@H](C)Oc2ccc(NS(=O)(=O)c3cccs3)cc2C(=O)N([C@@H](C)CO)C[C@@H]1C,i
C[C@@H]1CCCCO[C@H](CN(C)S(=O)(=O)c2cccs2)[C@H](C)CN([C@@H](C)CO)C(=O)c2cc(NS(=O)(=O)c3cccs3)ccc2O1,i
O=C(O)c1cc(O)c2c(c1)C(=O)c1cccc(O)c1C2=O,i

# (more compounds)
SMILES,NFkB SMM
CC(C)c1ccc(NC(=O)CSc2nnc(N)s2)cc1,i
CCCCNC(=O)C(OC(=O)c1ccccc1)c1ccco1 (configuration not stated),i
C[C@@H]1CN([C@H](C)CO)C(=O)c2cc(NC(=O)Nc3ccc(F)cc3)ccc2O[C@@H](C)CCCCO[C@@H]1CN(C)C(=O)c1ccccc1,i
CCOc1ccc(NC(=O)C2CC(=O)NC(N3CCN(C)CC3)=N2)cc1 (configuration not stated),i
CCC(Sc1nnnn1-c1ccccc1)C(=O)Nc1ccccc1OC (configuration not stated),i
COc1ccc2c(c1)C(C)CC(C)(C)N2C(=O)CSc1nnc(C)s1 (configuration not stated),i
C[C@@H]1CN([C@H](C)CO)C(=O)c2cc(NC(=O)Nc3ccc(C(F)(F)F)cc3)ccc2O[C@@H](C)CCCCO[C@H]1CN(C)C,i
CC1CC(O)CC(C)(C)C1(O)/C=C/C(CO)O[C@@H]1O[C@H](CO)[C@@H](O)[C@H](O)[C@H]1O (some centres not stated),i
COc1ccc(C(=O)NCc2n[nH]c(=S)n2C)cc1OC,i
NC(=O)c1c(NC(=O)CSc2ncn[nH]2)sc2c1CCC2,i
C[C@H]1CN([C@@H](C)CO)C(=O)c2cccc(NC(=O)Nc3ccc(F)cc3)c2O[C@@H]1CN(C)Cc1ccc(Cl)c(Cl)c1,i
C[C@@H]1CN([C@@H](C)CO)C(=O)Cc2cc(NC(=O)NC3CCCCC3)ccc2O[C@H]1CN(C)S(=O)(=O)c1cccs1,i
C[C@@H]1CN([C@@H](C)CO)C(=O)c2cc(NC(=O)Cc3ccccc3)ccc2O[C@H]1CN(C)Cc1ccc(C(=O)O)cc1,i
